PI4K2A block: blocks human PI4K2A kinase activity | AID 1346378 | Q9BTU6 | 420,000 compounds, 0.13% hits | activity change, negative = inhibition, % at 76.9 µM | purified PI4K2A, ADP-Glo luminescence, 1 h; hits give low values; in the data active means activity change below about -50%; inconclusive means mostly about -30% to -49%;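 further: -100% = wells without enzyme as full effect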
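Compounds are screened against recombinant PI4K2A using PI as substrate and ATP, the latter dispensed at 300 microM. Reactions run one hour at ambient temperature before ADP-Glo detection; full inhibition defined by wells lacking enzyme.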
GLS inhibitor: glutaminase GLS (human) inhibition | GLS enzymatic activity, qHTS titration | 410,000 compounds, 0.21% hits | Potency, µM (highest dose often 45.5 µM), for inactives: at the highest dose activity change, negative = inhibition, hits mostly inhibitors; further: potency means the concentration at half of the fitted maximal effect; on the % scale 0 is the no-effect control and ±100 the full control effect
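Enzyme dispensed in phosphate buffer (45 mM, pH 8.2, 0.02% Tween-20), compounds pinned in, then 1 mM L-glutamine solution and the glutamate oxidase–HRP–Amplex Red mix added; fluorescence read immediately and again after 30 min at room temperature.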
Pin1 inh: blocks the human prolyl isomerase Pin1; Q13526; Pin1 FP peptide displacement, HiFluor488, 10 min; Potency, µM (highest dose often 115 µM), without a hit: at the top dose activity, negative = inhibition, hits mostly inhibitors; 390,000 compounds, 0.009% hits; active means well fitted inhibition curve with a large enough effect in the polarisation, with a control signal flat, not every such curve was filed as active; inconclusive means small, poorly fitted or top-dose-only effect, or effect the other way, or a change in a side signal; inactive means no such curve, though single readings can be large or run the other way; the % refers to the polarisation; further: potency means the concentration at half of the fitted maximal effect; on the % scale 0 is the no-effect control and ±100 the full control effect
Tb PGK inh: blocks T. brucei phosphoglycerate kinase; Potency, µM (highest dose often 57.5 µM), for the others: top-dose activity change, negative = inhibition, hits mostly inhibitors; P07378; PGK/GAPDH coupled, Kinase-Glo luminescence, 60 min; AID 602233; 380,000 compounds, 0.043% hits; further: potency means the concentration at half of the fitted maximal effect; on the % scale 0 is the no-effect control and ±100 the full control effect; nearly all actives have a fitted effect of over 60% in size
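Luminescent ATP detection (Kinase-Glo Plus) follows a 60-minute room-temperature incubation, with wells lacking PGK as controls. Buffer: 100 mM TEA (pH 7.6), 5 mM MgCl2, 0.01% Tween-20. Coupling enzyme GAPDH (100 nM final) supplies unstable 1,3-BPG in-well.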
JMJD2A Tudor: JMJD2A Tudor domain (human) inhibition; AID 504339; 390,000 compounds, 4.4% hits; O75164; Potency, µM (doses to about 114 µM), inactives show at the top dose activity change, negative = inhibition, hits mostly inhibitors; AlphaScreen JMJD2A-Tudor / H3K4me3 peptide binding; further: potency means the concentration at half of the fitted maximal effect; on the % scale 0 is the no-effect control and ±100 the full control effect; nearly all actives have a fitted effect of over 50% in size
G9a block: inhibitors of human histone lysine methyltransferase G9a; 350,000 compounds, 8.8% hits; G9a H3K9 monomethylation, AlphaScreen, 2 h; Potency, µM (top dose mostly 102 µM), for inactives: at the top dose activity, negative = inhibition, most hits filed as inhibitors; AID 504332; Q96KQ7; further: potency means the concentration at half of the fitted maximal effect; on the % scale 0 is the no-effect control and ±100 the full control effect; nearly all actives have a fitted effect of over 75% in size
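Signal arises when biotinylated H3K9 peptide, once monomethylated, bridges streptavidin donor and antibody-captured acceptor beads. Enzyme at 20 nM was preincubated 15 min with test compounds; peptide 500 nM and SAM 20 uM then reacted for 2 h.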
BAZ2B inh: BAZ2B (human) inhibition. Q9UIF8. AlphaScreen BAZ2B-H3K14Ac peptide displacement. Potency, µM (series often up to 114 µM), for the others: at the top dose activity change, negative = inhibition, actives largely listed as inhibitors. 360,000 compounds, 4.4% hits. AID 504333; further: potency means the concentration at half of the fitted maximal effect; on the % scale 0 is the no-effect control and ±100 the full control effect; nearly all actives have a fitted effect of over 60% in size
Target sequence (Q9UIF8 whole entry, looked up): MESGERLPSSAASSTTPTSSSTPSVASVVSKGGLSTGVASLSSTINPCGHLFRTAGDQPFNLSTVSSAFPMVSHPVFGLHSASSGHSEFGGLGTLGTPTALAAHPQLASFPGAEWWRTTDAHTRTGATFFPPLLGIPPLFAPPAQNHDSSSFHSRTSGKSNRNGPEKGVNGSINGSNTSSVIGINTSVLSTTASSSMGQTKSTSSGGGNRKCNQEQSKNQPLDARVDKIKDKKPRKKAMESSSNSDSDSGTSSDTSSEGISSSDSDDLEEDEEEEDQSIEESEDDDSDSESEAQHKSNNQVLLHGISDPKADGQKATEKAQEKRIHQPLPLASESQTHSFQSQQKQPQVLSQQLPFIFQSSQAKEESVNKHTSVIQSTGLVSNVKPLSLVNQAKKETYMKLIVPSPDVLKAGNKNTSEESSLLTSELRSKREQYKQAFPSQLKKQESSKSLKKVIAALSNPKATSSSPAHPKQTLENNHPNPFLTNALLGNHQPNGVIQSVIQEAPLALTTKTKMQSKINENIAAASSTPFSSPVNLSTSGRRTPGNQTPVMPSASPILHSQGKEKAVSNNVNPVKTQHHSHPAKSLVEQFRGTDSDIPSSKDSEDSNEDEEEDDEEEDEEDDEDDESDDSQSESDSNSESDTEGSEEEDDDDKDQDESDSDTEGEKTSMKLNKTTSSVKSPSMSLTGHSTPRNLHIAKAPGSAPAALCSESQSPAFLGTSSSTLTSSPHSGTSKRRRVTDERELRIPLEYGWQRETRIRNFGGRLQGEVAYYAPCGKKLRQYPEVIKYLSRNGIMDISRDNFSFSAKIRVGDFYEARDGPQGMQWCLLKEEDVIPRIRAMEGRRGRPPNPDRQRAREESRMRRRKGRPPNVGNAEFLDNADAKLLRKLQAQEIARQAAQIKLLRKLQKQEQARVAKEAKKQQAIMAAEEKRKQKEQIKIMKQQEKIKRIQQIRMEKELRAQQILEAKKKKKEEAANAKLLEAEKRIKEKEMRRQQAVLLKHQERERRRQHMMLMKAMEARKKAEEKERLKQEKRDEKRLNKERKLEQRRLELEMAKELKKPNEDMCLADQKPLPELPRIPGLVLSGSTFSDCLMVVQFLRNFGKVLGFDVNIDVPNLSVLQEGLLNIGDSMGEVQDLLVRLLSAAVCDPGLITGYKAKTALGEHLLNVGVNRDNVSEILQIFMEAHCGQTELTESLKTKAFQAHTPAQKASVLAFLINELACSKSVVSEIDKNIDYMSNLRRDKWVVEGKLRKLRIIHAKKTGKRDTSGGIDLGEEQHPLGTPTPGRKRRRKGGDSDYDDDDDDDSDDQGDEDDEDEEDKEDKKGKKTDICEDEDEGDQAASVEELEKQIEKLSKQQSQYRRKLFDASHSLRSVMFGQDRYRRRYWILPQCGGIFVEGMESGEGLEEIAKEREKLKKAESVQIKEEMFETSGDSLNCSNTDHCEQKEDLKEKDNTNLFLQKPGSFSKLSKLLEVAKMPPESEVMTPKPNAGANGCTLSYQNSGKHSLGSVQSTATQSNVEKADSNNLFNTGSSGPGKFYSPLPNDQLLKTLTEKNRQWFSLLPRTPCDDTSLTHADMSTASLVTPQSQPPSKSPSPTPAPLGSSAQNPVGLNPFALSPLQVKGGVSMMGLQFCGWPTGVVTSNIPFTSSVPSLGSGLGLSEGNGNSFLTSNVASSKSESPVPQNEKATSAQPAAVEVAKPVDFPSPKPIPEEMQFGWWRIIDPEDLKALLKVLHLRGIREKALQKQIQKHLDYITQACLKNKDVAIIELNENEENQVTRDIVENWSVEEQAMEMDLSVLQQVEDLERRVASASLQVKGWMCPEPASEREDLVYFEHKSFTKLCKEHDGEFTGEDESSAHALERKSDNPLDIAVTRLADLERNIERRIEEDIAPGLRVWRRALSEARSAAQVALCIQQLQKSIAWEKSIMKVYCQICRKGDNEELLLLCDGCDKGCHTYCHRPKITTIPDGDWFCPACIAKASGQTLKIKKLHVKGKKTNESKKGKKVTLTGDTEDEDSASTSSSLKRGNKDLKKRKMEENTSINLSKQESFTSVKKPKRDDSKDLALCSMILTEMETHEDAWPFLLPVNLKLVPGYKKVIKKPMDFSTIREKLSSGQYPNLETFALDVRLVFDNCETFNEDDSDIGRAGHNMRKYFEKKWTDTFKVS
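Protein-peptide AlphaScreen: BAZ2B 50 nM, b-H3K14Ac 50 nM, 1x PBS pH 7.4 + 0.01% Tween-20. Preincubation 30 min RT; cpd 30 min RT (top 110 uM); beads 20 min RT, light-protected.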
HP1b binding inh: blocks HP1-beta chromodomain binding to methylated histone tails; Potency, µM (top dose mostly 114 µM), for inactives: at the top dose activity change, negative = inhibition, actives largely listed as inhibitors; 390,000 compounds, 0.56% hits; AlphaScreen HP1-beta / biotin-H3K9me3 peptide binding; P83916; AID 540317; further: potency means the concentration at half of the fitted maximal effect; nearly all actives have a fitted effect of over 70% in size; inactives centre near 23
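HP1-beta protein (50 nM final) preincubated 30 min at room temperature with biotinylated H3(1-18)K9me3 peptide (50 nM) in PBS pH 7.4, 0.01% Tween-20, then compound added for 30 min. AlphaScreen streptavidin donor/nickel chelate acceptor beads (10 ug/mL final), 30 min dark, luminescence read.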
Pol eta inh: blocks human DNA polymerase eta activity. Q9Y253. recombinant Pol eta, fluorescent DNA replication assay. Potency, µM (doses to about 114 µM), for the others: at the highest dose activity change, negative = inhibition, actives largely listed as inhibitors. 390,000 compounds, 1.2% hits. AID 588591; further: potency means the concentration at half of the fitted maximal effect; on the % scale 0 is the no-effect control and ±100 the full control effect
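Fluorescent replication assay: 50 nM final substrate added after a 15 min room-temperature compound preincubation with 10 nM enzyme. Signal taken at 0 min and again at 10 min.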
* hit, by the source's call; i = inactive; ? = inconclusive; nt = no result given; [ ] = dose if it differs, or a comment. Unless noted, the call rests on the fitted dose curve; in most records, active means well fitted curve in the direction sought with a large enough effect; inconclusive means small, poorly fitted or top-dose-only effect, or another doubt; inactive means no such curve, though single readings can be large; an effect the other way counts as inactive or inconclusive. A portion of the library; the hit share may differ from the screen's.

A first look:
Pin1 inh,HP1b binding inh,Pol eta inh,GLS inhibitor,G9a block,JMJD2A Tudor,molecule,PI4K2A block,BAZ2B inh,Tb PGK inh
-2%,25%,-2%,-16%,?,-1%,CCOc1ccc(NC(=S)NCCCN2CCN(C3CCCCC3)CC2)cc1,-17,-13%,4%
3%,80%[activator],-13%,-4%,nt,19%,CC(C)(C)c1cc(C(=O)Nc2ccc(F)cc2)n(Cc2ccc(F)cc2)n1,-1,14%,5%

Results, from the first entry:
Pin1 inh,HP1b binding inh,Pol eta inh,GLS inhibitor,G9a block,JMJD2A Tudor,molecule,PI4K2A block,BAZ2B inh,Tb PGK inh
-2%,25%,-2%,-16%,?,-1%,CCOc1ccc(NC(=S)NCCCN2CCN(C3CCCCC3)CC2)cc1,-17,-13%,4%
3%,80%[activator],-13%,-4%,nt,19%,CC(C)(C)c1cc(C(=O)Nc2ccc(F)cc2)n(Cc2ccc(F)cc2)n1,-1,14%,5%
31%[activator],47%[activator],-15%,0%,-44%[59 µM],1%,COc1cc(-c2noc(-c3ccc(NCCc4ccccc4)c([N+](=O)[O-])c3)n2)cc(OC)c1OC,-7,-1%,6%
-8%,9%,-2%,1%,40µM*,-24%,COc1cccc(CN2CCNC(=O)C2CC(=O)NC2CCCC2)c1OC (centres undefined),2,-16%,-5%
-1%,48%[activator],-23%,8%,19%[59 µM],-17%,CCOc1ccc(-c2cc(C(=O)NN)[nH]n2)cc1,-6,-8%,-8%
-1%,31%,-11%,-7%,nt,4%,O=C(NCCc1nnc2ccc(SCC(=O)N3CCOCC3)nn12)c1ccccc1,8,-3%,-2%
4%,15%,-12%,-2%,9%[59 µM],-8%,CCOc1ccccc1CNC(=O)CCn1cccn1,1,-6%,i
-5%,24%,-4%,-1%,-7%[59 µM],-11%,CC(C)NC(=O)c1ccccc1NC(=O)CCS(=O)(=O)Cc1ccccc1,-1,0%,-3%
5%,6%,-1%,-1%,-7%[12.7 µM],-13%,CC(C)NS(=O)(=O)c1ccc(OCC(=O)NCc2ccc3c(c2)OCO3)c(Cl)c1,10,1%,i
-2%,30%,-4%,-7%,23%,5%,Cc1c(C=O)c2ccccc2n1CCOc1ccccc1F,-2,-3%,-1%
6%,11%,-7%,7%,-2%[59 µM],-5%,CCn1c(COc2ccccc2Cl)nnc1SCC(=O)Nc1ncccc1C,-3,0%,-6%
7%,37%,-17%,1%,-39%[2.33 µM],-7%,CC(Sc1nnc(C2CC2)n1C1CC1)C(=O)Nc1ccccc1C#N (centres undefined),5,6%,8%
1%,65%[activator],-13%,-2%,13%[59 µM],-2%,Cc1ccc(N2CCN(/N=C/c3c(C)nn(-c4ccccc4)c3Cl)CC2)cc1,2,3%,nt
1%,63%[activator],-10%,8%,23%[59 µM],14%,COc1ccc(S(=O)(=O)N(Cc2nc(-c3cccc(C)c3)no2)C2CCCCC2)cc1,1,0%,1%
3%,57%[activator],-6%,0%,1%[59 µM],-20%,CC(C)c1ccc(NC2CCCN(C(=O)CN3CCCC3=O)C2)cc1 (centres undefined),0,-21%,8%
-1%,16%,-10%,-7%,9%,-10%,Cc1ccc(C)c(NC(=S)N2CCC(NC(=O)c3cccc(F)c3)CC2)c1,0,-9%,-16%
?,32%,-18%,4%,-3%[59 µM],-14%,COc1ccc(-c2nc3sc(CCNC(=O)c4cccc(C(F)(F)F)c4)c(C)n3n2)cc1,1,-2%,-2%
-6%,12%,-13%,-4%,-22%,-10%[11.4 µM],COc1ccc(C=O)cc1Cn1cnc2c(cnn2C)c1=O,0,nt,-6%
-11%,-4%,-2%,-7%,nt,-8%,O=C1OCCN1N1CCOC1=O,-6,nt,-7%
-16%,21%,-18%,5%,nt,-10%,Cc1ccc(S(=O)(=O)Nc2cccc(S(=O)(=O)Nc3ccccc3C(=O)O)c2)c(C)c1,-4,nt,-5%
?,-4%,-13%,2.5µM*,28µM*,3.2µM*,O=C1/C(=C\c2ccc(O)c(O)c2)N=C2CCCCCN12,-1,?,i
8%,-3%,1%,-6%,4%,-12%,COc1cc(C#N)ccc1OCC(=O)c1ccc2c(c1)OCCO2,-12,1%,-3%
0%,29%,-2%,-3%,3%,-4%,c1ccc2c(NCC3CCCO3)nc(N3CCCCC3)nc2c1 (centres undefined),0,-17%,7%
2%,15%,2%,8%,16%,-5%,Cc1ccc(NC(=O)C2CCCN2C(=O)OCc2ccccc2)c(C)c1 (centres undefined),3,-1%,-3%
-1%,29%,3%,14%,16%[59 µM],-12%,CC(C)CC(C(=O)Nc1ccccc1)N1C(=O)C2C3C=CC(C3)C2C1=O (centres undefined),-1,5%,-10%
-1%,3%,-8%,3%,?,-22%,CC1CCc2cc(F)cc3c(O)c(C(=O)NCCN(C)C)c(=O)n1c23 (centres undefined),-5,-23%,-4%
-7%,22%,-22%,-2%,0%,-4%,CCOC(=O)c1oc2cc(O)c(CC)cc2c(=O)c1-c1cscn1,0,nt,1%
10%,29%,-11%,1%,-43%,-14%,O=c1cnnc(Nc2cccc(F)c2)[nH]1,-2,nt,i
-3%,?,-20%,5%,-39%,?,COc1cccc(CN(C(=O)Cn2nnc(-c3ccccc3F)n2)C(C(=O)NC(C)(C)C)c2ccncc2)c1 (centres undefined),7,-21%,-1%
-1%,36%,-18%,3%,-31%,-21%,O=C(Nc1ccc(F)cc1)c1nc[nH]c1C(=O)Nc1ccccc1[N+](=O)[O-],-2,-38%,2%
11%,48%[activator],-4%,0%,3%[12.7 µM],-6%,CC(Sc1ncn[nH]1)C(=O)Nc1cc(C(F)(F)F)ccc1Cl (centres undefined),1,-3%,-4%
-3%,14%,-2%,4%,5%[59 µM],-13%,Cc1cc(C)cc(NC(=O)CC(C)n2nc(C)cc2C)c1 (centres undefined),0,-5%,8%
-8%,-5%,-7%,-2%,3%[59 µM],-21%,COC(=O)Nc1ccc(S(=O)(=O)N2c3ccccc3CCC2C)cc1 (centres undefined),-3,9%,nt
-8%,24%,-8%,-6%,38%,1%,Cc1cc(OCC(=O)N2CCOCC2)ccc1NC(=O)c1ccccc1C,5,6%,i
-1%,32%,-19%,14%,8%[59 µM],-14%[57.1 µM],COc1ccc(N2C(N)=C(C#N)C(c3ccsc3)C3=C2CCCC3=O)c(OC)c1 (centres undefined),-2,-6%,3%
-3%,-11%,?,14%,?,-34%,COc1cc(C(=S)N2CCOCC2)cc(OC)c1OC(=O)c1cc([N+](=O)[O-])c(C)c([N+](=O)[O-])c1,-4,?,8%
-7%,20%,-19%,4%,-20%,-6%,CCN(CC(=O)Nc1ccccc1OC)C(=O)c1cc(S(=O)(=O)N2CCCCCC2)ccc1OC,-4,5%,8%
0%,17%,-8%,-4%,5%,3%,CCOc1ccc2[nH]cc(C(=O)NCCCN3CCOCC3)c(=O)c2c1,3,-1%,-3%
1%,32%,-4%,1%,-3%[59 µM],-9%,COc1ccc2nc3oc(C(=O)NCc4ccccc4OC)cc3cc2c1,-2,nt,-6%
-2%,95%[activator],-14%,-3%,9%[59 µM],38%[activator],CCSc1ncc(Cl)c(C(=O)Nc2cccc(Cl)c2)n1,-4,31%,1%
?,21%,-2%,3%,3%[59 µM],-11%,CC1(C)C(=O)Nc2ccccc2N1C(=O)CSc1nnc2c(Cl)cc(Cl)cn12,-3,7%,-5%
-12%,14%,-9%,9%,nt,-11%,CCN(CC(=O)NCc1ccc(Cl)cc1)C(=O)c1cc(S(=O)(=O)NCc2ccccc2)ccc1C,2,-5%,2%
-6%,40%[activator],4%,-12%,-15%[59 µM],-14%,CCCCNC(=O)C1CCCN(S(=O)(=O)CCC)C1 (centres undefined),4,1%,-14%
-8%,nt,-10%,4%,40µM*,89µM*,CCOc1ccc(C2C(C(=O)c3ccc(C)o3)=C(O)C(=O)N2Cc2cccnc2)cc1 (centres undefined),-2,-27%,-4%
?,17%,40µM*,2%,40µM*,79µM*,O=C(O)CSc1c2c(nc3cc(C(=O)Nc4cccc(C(F)(F)F)c4)ccc13)CCC2,-10,71µM*,-6%
24%,-17%,4%,13%,4.5µM*,89µM*,Cc1cc(O)ccc1Nc1nc2ccccc2nc1Nc1ccc(O)cc1C,-14,50µM*,-4%
11%,19%,1%,5%,35%[59 µM],-13%,C=CCc1c(C)nc2cc(-c3ccccc3)[nH]n2c1=O,-9,-28%,-6%
nt,nt,-20%,4%,nt,nt,Cc1cc(NC(=O)C(C)SCC(=O)Nc2ccc(C(=O)OC(C)C)cc2)no1 (centres undefined),-1,nt,-3%
1%,37%,-19%,-8%,-16%[59 µM],3%,CCOC(=O)c1nnn(CC(=O)Nc2cc(C)cc(C)c2)c1C(=O)OCC,-1,3%,-8%
-1%,47%[activator],-16%,23%,11%,-23%,O=C(C1CCC(CNc2c(N3CCOCC3)c(=O)c2=O)CC1)N1CCN(c2ccccc2)CC1 (centres undefined),-2,9%,-4%
165%[activator],27%,-23%,1%,-25%[59 µM],?,O=C(c1ccc2c(Cl)c3c(nc2c1)CCCC3)N1CCN(c2ccc(Cl)cc2)CC1,-1,-29%,0%
4%,17%,-18%,-1%,22%,-9%,CCOC(=O)Cc1csc(NC(=O)c2ccc(S(=O)(=O)N3CCOCC3)cc2)n1,-1,-11%,-1%
-1%,12%,-18%,-1%,35µM*,-18%,O=[N+]([O-])c1ccc(S(=O)(=O)CC(CN2CCCCC2)N2CCCCC2)cc1 (centres undefined),4,-22%,i

Source: PubChem BioAssay (National Center for Advancing Translational Sciences (NCATS))
